DT40 TDP1 no CPT: qHTS for Inhibitors of human tyrosyl-DNA phosphodiesterase 1 (TDP1): qHTS in cells in absence of CPT; DT40 Tdp1-/- hTDP1 cells, no CPT, ATP luminescence, 48 h; Potency, µM (top dose mostly 46.2 µM), for the others: at the top dose activity change, negative = growth inhibition, usual class: inhibitors; 420,000 compounds, 15% hits; further: nearly all actives have a fitted effect of over 55% in size
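Readout: luminescence from CellTiter-Glo after 30 min in the dark at RT. Cells: DT40 Tdp1-/- with stable hTDP1, 400/well. Exposure: compounds alone, ≥48 hr, 37 °C.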
TDP1 inh: qHTS Assay for Inhibitors of Tyrosyl-DNA Phosphodiesterase (TDP1). Tyrosyl-DNA phosphodiesterase 1 (Homo sapiens), Q9NUW8. recombinant TDP1, AlphaScreen DNA substrate cleavage. Potency, µM (highest dose often 130 µM), for inactives: at the highest dose activity change, negative = inhibition, most hits filed as inhibitors. 350,000 compounds, 0.28% hits; further: nearly all actives have a fitted effect of over 40% in size
Target sequence (Q9NUW8 whole entry, looked up): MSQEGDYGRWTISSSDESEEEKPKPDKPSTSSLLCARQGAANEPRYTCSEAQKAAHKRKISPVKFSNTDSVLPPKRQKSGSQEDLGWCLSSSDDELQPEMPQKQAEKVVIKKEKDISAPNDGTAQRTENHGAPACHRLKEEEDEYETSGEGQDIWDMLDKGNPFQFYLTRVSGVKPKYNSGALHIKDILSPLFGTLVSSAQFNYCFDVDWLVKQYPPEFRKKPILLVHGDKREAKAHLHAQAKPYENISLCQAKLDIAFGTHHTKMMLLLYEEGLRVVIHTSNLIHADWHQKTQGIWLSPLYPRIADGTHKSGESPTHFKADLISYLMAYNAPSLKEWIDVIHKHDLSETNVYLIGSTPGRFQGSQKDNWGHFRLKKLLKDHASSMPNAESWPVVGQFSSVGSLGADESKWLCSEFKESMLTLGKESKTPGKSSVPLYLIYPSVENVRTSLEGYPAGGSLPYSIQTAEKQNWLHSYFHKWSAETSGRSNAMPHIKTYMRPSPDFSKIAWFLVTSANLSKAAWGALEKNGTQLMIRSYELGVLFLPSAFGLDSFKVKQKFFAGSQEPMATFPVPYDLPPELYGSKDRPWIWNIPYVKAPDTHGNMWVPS
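Recombinant human Tdp1 (E. coli-expressed, 1 nM final) preincubated with compounds 15 min at room temperature, then 5'-biotin/3'-phosphotyrosine-FITC DNA substrate (15 nM final) added for 5 min. AlphaScreen beads (10 ug/ml final) added 10 min; cleavage lowers signal.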
N370S GC: qHTS Assay for Inhibitors and Activators of N370S glucocerebrosidase as a Potential Chaperone Treatment of Gaucher Disease; 330,000 compounds, 0.092% hits; Lysosomal acid glucosylceramidase (Homo sapiens), P04062; N370S GC spleen homogenate, 4MU-glucoside fluorescence; Potency, µM (highest dose often 59.4 µM), inactives show at the highest dose activity change, negative = inhibition, most hits filed as inhibitors; AID 2101, 2009;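 further: 0% = full enzyme activity and -100% = no enzyme basal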
Numbers without * were called inactive; ? = inconclusive; / = not tested or not shown; & = joins results of further samples; [ ] = remark or other dose. The call rests on the fitted dose curve; in most records, active means well fitted curve in the direction sought with a large enough effect; inconclusive means small, poorly fitted or top-dose-only effect, or another doubt; inactive means no such curve, though single readings can be large; an effect the other way counts as inactive or inconclusive. Unless noted, on the % scale 0 is the no-effect control and ±100 the full control effect; potency means the concentration at half of the fitted maximal effect.

SMILES	DT40 TDP1 no CPT	TDP1 inh	N370S GC
CCc1nnc(NC(=O)c2ccc(S(=O)(=O)N3CCOCC3)cc2)s1	2%	6%	-12%
CCCOC(=O)c1cccc(NC(=O)c2c(-c3ccccc3Cl)noc2C)c1	7.3µM*	2%	/
COc1ccc(/C=C(/C#N)c2nc(-c3ccc(-c4ccccc4)cc3)cs2)cc1OC	12µM*	-1%[12.3 µM]	/
O=C(/C=C/c1ccco1)N1CCN(S(=O)(=O)/C=C/c2ccccc2)CC1	?	3%	5%
CC(C)c1ccc(/C=C/C(=O)NC(=S)NN2CCOCC2)cc1	?	6%	-5%
CCOCCCNCC(=O)Nc1cc(S(=O)(=O)N2CCOCC2)ccc1N1CCOCC1	5%	0%	/
Cc1ccc2c(c1)cc(CN(Cc1ccco1)C(=O)N1CCOCC1)c1nnnn12	-11%	6%	6%
Cc1oc(-c2ccccc2Cl)nc1CS(=O)(=O)CC(=O)NCCc1ccccc1	?	/	-15%
O=C(CSc1ccccn1)N1CCNC1=O	4%	-1%	/
COCCNC(=S)NNC(=O)c1cccs1	-10%	5%	5%
O=c1[nH]c(-c2ccc(O)cc2)nc2scc(-c3cccs3)c12	-6%	0%	-3%
CC(=O)Nc1ccc(S(=O)(=O)NCC(=O)NNC(=O)COc2ccccc2Cl)cc1	-21%	/	-6%
Cn1c(SCC(=O)NCC2CCCO2)nc2scc(-c3ccccc3)c2c1=O (stereo not given)	?	1%	/
O=C(CSc1nnnn1-c1cccc2ccccc12)N1CCOCC1	-14%	9%	5%
COc1ccc(Cl)cc1-c1nc(SCC(=O)NC(C)C(C)C)n[nH]1 (stereo not given)	-19%	1%	1%
NC(=O)CSC1=N/C(=C\c2ccco2)C(=O)N1c1ccc(OC(F)F)cc1	13µM*	-2%	-17%
CCOC(=O)C(CC)n1cnc2c(nnn2-c2cccc(OC)c2)c1=O (stereo not given)	-12%	/	-6%
Cc1cc(Nc2ccc(F)cc2)n2nc(C)nc2n1	4%	2%	-1%
COC(=O)C1=C(O)/C(=C\c2ccc(OCC(=O)Nc3ccccc3OC)cc2)N=C1C	?	-15%	-1%
COC(=O)C1=C(C)NC2=C(C1c1ccc(O)cc1)S(=O)(=O)c1ccccc12 (stereo not given)	-29%	0%	0%
COc1cccc(NC(=O)CSc2nnnn2C2CCCCC2)c1	?	1%	0%
CN(CC(=O)Nc1ccc(Cl)c(Cl)c1)C1CCCCC1	?	2%	-12%
CC(=O)Nc1ccc(S(=O)(=O)Nc2ccc(S(=O)(=O)Nc3ncccn3)cc2)cc1	-2%	1%	-4%
Cc1cc(C)c(NC(=O)CSc2cn(CC(=O)N3CCOCC3)c3ccccc23)c(C)c1	-27%	0%	/
O=C(CC12CCC(CC1)C2)NCc1ccc2c(c1)OCO2	-5%	-2%	9%

Overlap with the part before: six compounds, then new ones.
SMILES	DT40 TDP1 no CPT	TDP1 inh	N370S GC
COC(=O)C1=C(C)NC2=C(C1c1ccc(O)cc1)S(=O)(=O)c1ccccc12 (stereo not given)	-29%	0%	0%
COc1cccc(NC(=O)CSc2nnnn2C2CCCCC2)c1	?	1%	0%
CN(CC(=O)Nc1ccc(Cl)c(Cl)c1)C1CCCCC1	?	2%	-12%
CC(=O)Nc1ccc(S(=O)(=O)Nc2ccc(S(=O)(=O)Nc3ncccn3)cc2)cc1	-2%	1%	-4%
Cc1cc(C)c(NC(=O)CSc2cn(CC(=O)N3CCOCC3)c3ccccc23)c(C)c1	-27%	0%	/
O=C(CC12CCC(CC1)C2)NCc1ccc2c(c1)OCO2	-5%	-2%	9%
OCCC1CN(Cc2cnn(-c3ccc(F)cc3)c2)CCN1Cc1ccsc1 (stereo not given)	-17%	5%	-1%
CCOC(=O)c1ccc(NC(=O)CCc2c(C)nc3c(-c4ccc(F)cc4)c(C)nn3c2C)cc1	-3%	-1%	/
CCC(O)C(C)(C)C (stereo not given)	10%	0%&4%	10%
CN(Cc1ccccc1)c1nc2c(S(=O)(=O)c3cccc(Cl)c3)nnn2c2ccsc12	?	3%	/
COc1cc(CC(=O)N(c2ccccc2)c2nc(C)cs2)cc(OC)c1OC	?	-1%	-4%
CC#CC(=O)NC1CCCN(C2Cc3ccccc3C2)C1 (stereo not given)	5%	/	-2%
N#Cc1nc(-c2cccs2)oc1NCCCN1CCOCC1	1%	-3%	22%
O=C(CSc1nc2cc(C(F)(F)F)ccc2n1Cc1ccccc1)NC1CCS(=O)(=O)C1 (stereo not given)	?	3%	5%
O=C(Nc1cc2c(cc1C(=O)c1ccccc1Cl)OCCO2)c1ccc(Br)cc1	12%	0%[12.3 µM]	/
CCOc1cc(/C=N/O)ccc1OCc1ccc(F)cc1	?	1%	0%
CCOC(=O)C1(CC2CC2)CCN(Cc2cc(Cl)c(O)c(OC)c2)CC1	-29%	2%	-1%
Cc1nn2c(-c3ccc(Cl)cc3)ccnc2c1-c1ccccc1	?	2%	3%
O=C(Nc1ccc2oc(-c3ccccc3F)nc2c1)c1ccco1	?	7%	-5%
Cc1ccc(NC(=O)CN2C(=O)NC3(CCCC3)C2=O)c(Cl)c1	-20%	0%	-1%
CN(Cc1cccc(F)c1)C(=O)c1ccccc1Sc1ccccc1C#N	?	-4%	-1%
Cc1c(C)n2c(SCC(=O)N3CCN(c4ccccc4)CC3)nnc2[nH]c1=O	23%	/	-2%
CCn1c(N2CCN(S(=O)(=O)c3ccc(Cl)cc3)CC2)nc2ccccc21	15µM*	2%	-12%
c1ccc(OCCCn2nnc(-c3ccncc3)n2)cc1	-18%	-2%	6%
COc1ccc(S(=O)(=O)N2CCCCC2)cc1NC(=O)CCc1nc2ccccc2c(=O)[nH]1	-29%	0%[0.505 µM]	-9%
Nc1nc(NCc2ccco2)nc(N2CCCCC2)c1[N+](=O)[O-]	?	5%	1%
CCOC(=O)c1c(C)nc(-c2ccccc2)nc1NC(=O)CC	-21%	4%	-1%
C(/C=C/C=C/Nc1ccccc1)=Nc1ccccc1	-24%	1%	9%
Cc1ccc(COC(=O)c2cccc(S(=O)(=O)N3CCCCC3)c2)cc1	?	-13%	11%
COc1ccc(-c2cc3nc4c(c(=O)n3[nH]2)CCC4)cc1	?	-2%	-4%
Cn1c(SCc2cccc(Cl)c2)nc(C(F)(F)F)cc1=O	?	0%	14%

The listing continues.
SMILES	DT40 TDP1 no CPT	TDP1 inh	N370S GC
NC(=S)NNc1cccc2cccnc12	12µM*	3%	6%
Cc1cc(C)cc(NC(=O)CSc2nnc(-c3cc(C)[nH]n3)n2N)c1	15%	-2%	-15%
CCCCN1CC(=O)N2[C@H]3c4ccc(OC)cc4OC[C@@H]3[C@H](c3ccccc3)[C@]2(C)C1=O	23µM*	2%	/
CC(=O)OCC[n+]1c(C)n(-c2ccccc2)c2ccc(Cl)cc21	-14%	3%	2%
Cc1ccc(S(=O)(=O)NCCC(=O)OCc2ccc([N+](=O)[O-])cc2)cc1C	?	/	-23%
COc1ccc(-c2noc(CCC(=O)NCC3CCCO3)n2)cc1 (stereo not given)	-2%	0%	4%
Cc1ccc(C2=NN(C3=NN=C(N)Cc4ncnn43)C(O)(C(F)(F)F)C2)cc1 (stereo not given)	-1%	0%	2%
COC(=O)c1ccc(C)c(NS(=O)(=O)c2ccc(C)c([N+](=O)[O-])c2)c1	?	2%	-1%
Cc1cccc(C)c1NC(=O)Nc1ccccc1-n1ccnc1	3%	/	7%
O=C(c1ccco1)N1CCN(Cc2cc(=O)c(OCc3ccccc3Cl)co2)CC1	?	2%	-2%
O=C(c1ccco1)N1CCN(c2nc3ccc(Cl)cc3s2)CC1	23µM*	0%	/
COc1ccc(N(CC(=O)NCc2ccccc2)S(=O)(=O)c2c(C)noc2C)cc1	-16%	3%	-1%
Oc1ccccc1C1CC(c2cccs2)=NC(c2cccc(Br)c2)N1 (stereo not given)	21µM*	3%	11%
Cc1ccsc1C(=O)N(Cc1nnc(-c2ccccc2Cl)o1)C1CC1	?	-4%	?
Cc1cc(NC(=O)COC(=O)c2n[nH]c3ccccc23)no1	-16%	-2%	0%
Cc1cc(C)c(S(=O)(=O)N2CCCC(C(=O)NCc3cccnc3)C2)c(C)c1 (stereo not given)	21µM*	3%	-7%
O=c1c(-c2ccc(Cl)cc2)[n+]([O-])c2ccccc2n1OCc1ccccn1	4%	2%	-8%
Cc1ccnc2nc(C(=O)OCCOc3ccc(Cl)cc3)nn12	2%	0%	-4%
Cn1c(CSc2ncn[nH]2)nc2ccccc21	-18%	4%	3%
Cc1cc2c3c(c1C)C1(C(=O)N3C(C)(C)CC2C)C(C#N)=C(N)Oc2n[nH]c(C)c21 (stereo not given)	23µM*	11%	-9%
COc1ccc2[nH]c(CN3CCN(C(C)C)C(CCO)C3)c(C)c2c1 (stereo not given)	-24%	0%	0%
c1csc(-c2ccc(N3CCOCC3)nn2)c1	8.2µM*	/	1%
O=C(CN1CCCN(Cc2ccccc2F)S1(=O)=O)Nc1ccc(F)c(Cl)c1	?	3%	/
C/C(=N\N1C(=O)c2ccccc2NC1c1ccccc1)c1ccccc1O (stereo not given)	7.3µM*	5%	16%
CCc1cc2c(=O)c(-c3ccon3)c(N)oc2cc1OC	?	3%	-8%

Next part:
SMILES	DT40 TDP1 no CPT	TDP1 inh	N370S GC
Cc1cccc(N2CCN(C(=O)c3ccc4c(c3)CCN4S(C)(=O)=O)CC2)c1C	?	3%	-4%
CCCc1nc(N2CCOCC2)c2sc(=S)n(-c3ccccc3)c2n1	/	0%	3%
Nc1ccccc1C(=O)N=Nc1[nH]c(N)c2ccccc12	-17%	4%	0%
O=C(COC(=O)Cc1cn2ccsc2n1)NC12CC3CC(CC(C3)C1)C2	-14%	4%	21%
Fc1ccc(Cc2nnc(-c3cccs3)o2)cc1	-8%	0%	-3%
CC(=O)Nc1cccc(OCc2ccc(S(=O)(=O)Cc3ccccc3)cc2)c1	21µM*	10%	17%
C=CCn1cnnc1SCC(=O)N(C)CC1COc2ccccc2O1 (stereo not given)	-1%	0%	/
O=C(Nc1ccccc1[N+](=O)[O-])c1cccc(N2C(=O)CCC2=O)c1	2%	0%	-4%
O=C(O)c1c(C(=O)O)c(-c2ccc(Cl)c(Cl)c2)n2c1CSC2	6%	/	1%
O=C(NC(=S)Nc1ccc(S(=O)(=O)Nc2nccs2)cc1)c1ccc(Br)o1	?	8%	2%
O=C(CCC1CCCCC1)NCc1ccncc1	-12%	7%	-1%
Cc1cc(C)cc(N(C(=O)CNC(=O)c2ccco2)C(C(=O)NC2CCCCC2)c2ccncc2)c1 (stereo not given)	2%	/	-21%
COc1ccccc1C(=O)NC(=S)Nc1ccc(Cc2ccncc2)cc1	18µM*	/	?
CN(C)S(=O)(=O)c1ccc(Cl)c(NC(=O)CN2CCNC(=O)C2)c1	15%	6%	3%
Cc1nc(SCC(=O)Nc2c(C)n(C)n(-c3ccccc3)c2=O)[nH]c(=O)c1Cc1ccccc1	-8%	8%	2%
CC1CCN(Cc2ccc(-c3nnn(CC(=O)NC4CCCCC4)n3)cc2)CC1	4%	1%	-9%
CO/N=C1\CCCc2c(C(=O)NN)sc(SC)c21	?	4%	5%
COc1ccc(-c2cn3c(C)c(C(=O)Nc4cc(C)cc(C)c4)sc3n2)cc1	16µM*	4%	/
COc1ccc(/C=N\Nc2ncc(F)c(N3CCOCC3)n2)cc1OC	?	6%	0%
Cc1ccccc1OCC(O)Cn1c(N2CCCCC2)nc2c1c(=O)[nH]c(=O)n2C (stereo not given)	8.2µM*	3%	-10%
CCn1nc(C)c(CCC(=O)O)c1C	-18%	-2%	-6%

Looked up by structure from above:
SMILES	DT40 TDP1 no CPT	TDP1 inh	N370S GC
COC(=O)C1=C(C)NC2=C(C1c1ccc(O)cc1)S(=O)(=O)c1ccccc12 (stereo not given)	-29%	0%	0%
CCOC(=O)C1(CC2CC2)CCN(Cc2cc(Cl)c(O)c(OC)c2)CC1	-29%	2%	-1%
COc1ccc(-c2cn3c(C)c(C(=O)Nc4cc(C)cc(C)c4)sc3n2)cc1	16µM*	4%	/
COc1ccc(-c2cc3nc4c(c(=O)n3[nH]2)CCC4)cc1	?	-2%	-4%
N#Cc1nc(-c2cccs2)oc1NCCCN1CCOCC1	1%	-3%	22%

Structural class, the compounds so far with a CF3 group (3)
SMILES	DT40 TDP1 no CPT	TDP1 inh	N370S GC
O=C(CSc1nc2cc(C(F)(F)F)ccc2n1Cc1ccccc1)NC1CCS(=O)(=O)C1 (stereo not given)	?	3%	5%
Cn1c(SCc2cccc(Cl)c2)nc(C(F)(F)F)cc1=O	?	0%	14%
Cc1ccc(C2=NN(C3=NN=C(N)Cc4ncnn43)C(O)(C(F)(F)F)C2)cc1 (stereo not given)	-1%	0%	2%

Assay outcomes from PubChem BioAssay.

Not all compounds are listed; rates above refer to the full screens.
